Screening data (PubChem BioAssay)
HIF activator = HIF pathway transcriptional activation. U2OS HRE-luciferase reporter, luminescence; normalized: DMSO 0%, desferrioxamine 100%. activation, % at 7.5 µM (by protocol). 300,000 tested, 0.32% active. AID 1910;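 active = mean activation of at least 10% of the iron chelator positive control signal, with at least half of replicates also reaching 10%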
HSF1 inh = HSF1 inhibition; NIH3T3-HGL HSE-luciferase, MG132-induced, luminescence 8 h; hits give low values; activity change, negative = inhibition, % at 7.5 µM (by protocol); 300,000 tested, 0.77% active;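 active = more than half of replicate wells show activity change below -50%, luminescence cut by over half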;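 note: luciferase reports HSF-1 transcriptional activity via heat shock element; 0% = median of DMSO wells and -100% = zero luminescence signal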
HSF-1 act = increases HSF-1 driven luciferase reporter signal; 300,000 tested, 1.7% active; activation, % at 9 µM; NIH3T3-HGL HSF-1 luciferase reporter, MG132, 8 h; 100% = twice DMSO control signal;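 active = mean replicate activation of at least 50% with a set share of replicates each reaching 50%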;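 note: 0% = median of the neutral control wells and 100% = twice that signal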
aSyn UTR inh = 5' untranslated region of α-synuclein, MLPCN primary screen | inhibition, % (tested at 7.5 µM) | AID 1813 | 300,000 tested, 0.82% active | alpha-synuclein 5'UTR reporter, inhibitor activity; in the data active = inhibition above about 60%;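 note: H4 neuroglioblastoma cells stably carrying SNCA 5'UTR luciferase fusion; 0% = DMSO wells and 100% = positive control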
GSK3B inh = inhibitors of human GSK3beta kinase; P49841; GST-GSK3beta kinase, ADP-Glo luminescence, 60 min; hits give low values; activity score (negative = inhibition), % at 10 µM; 300,000 tested, 0.038% active; AID 2097;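 active = more than half of replicate wells score below -50%, meaning over 50% inhibition versus plate controls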;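 note: 0% = median DMSO wells and -100% = median GW8510 positive control wells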
Target sequence (P49841 whole entry, looked up): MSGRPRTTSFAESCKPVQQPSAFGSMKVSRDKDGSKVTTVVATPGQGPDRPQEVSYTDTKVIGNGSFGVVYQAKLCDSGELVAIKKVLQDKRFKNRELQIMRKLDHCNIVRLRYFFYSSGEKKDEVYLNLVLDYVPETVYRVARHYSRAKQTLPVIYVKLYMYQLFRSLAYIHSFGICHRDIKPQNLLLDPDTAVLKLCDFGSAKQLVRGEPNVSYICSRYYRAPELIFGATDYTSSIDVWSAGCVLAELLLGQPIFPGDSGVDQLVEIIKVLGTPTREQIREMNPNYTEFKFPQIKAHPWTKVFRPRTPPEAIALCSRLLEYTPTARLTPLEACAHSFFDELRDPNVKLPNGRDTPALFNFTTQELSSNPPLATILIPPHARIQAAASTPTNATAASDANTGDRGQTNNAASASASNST
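Test system – GST-tagged human GSK3beta kinase, cell-free · Incubation – 60 min enzyme reaction, room temperature · Signal – ADP-Glo luminescence · Also added – peptide substrate and ATP at 25 µM · Controls – DMSO neutral wells and GW8510 at 20 µM as positive · Buffer or medium – Tris/MgCl2 kinase buffer · Measure – Luminescence-derived activity versus plate DMSO and GW8510 wells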
HSP90 inh = HSP90 refolding inhibition in rabbit reticulocyte lysate; luciferase refolding luminescence, 3 h; inhibition, % at 5.6 µM; 290,000 tested, 0.91% active; AID 1789;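 active = inhibition above the screen-wide mean plus 3 SD, computed separately per campaign, cut at about 16% in these data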;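 note: 0% = DMSO wells and 100% = 60 µM geldanamycin wells; inhibitors lower the luminescence because luciferase stays unfolded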
GSK3 alpha inh = human GSK-3 alpha kinase inhibition; P49840; ADP-Glo luminescence, 60 min; inhibition, % at 10 µM; 320,000 tested, 0.1% active;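 in the data active = inhibition above about 50%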;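 note: GST-tagged GSK-3 alpha with peptide substrate and 25 µM ATP; 0% = DMSO neutral wells and 100% = GW8510 positive control wells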
Target sequence (P49840 whole entry, looked up): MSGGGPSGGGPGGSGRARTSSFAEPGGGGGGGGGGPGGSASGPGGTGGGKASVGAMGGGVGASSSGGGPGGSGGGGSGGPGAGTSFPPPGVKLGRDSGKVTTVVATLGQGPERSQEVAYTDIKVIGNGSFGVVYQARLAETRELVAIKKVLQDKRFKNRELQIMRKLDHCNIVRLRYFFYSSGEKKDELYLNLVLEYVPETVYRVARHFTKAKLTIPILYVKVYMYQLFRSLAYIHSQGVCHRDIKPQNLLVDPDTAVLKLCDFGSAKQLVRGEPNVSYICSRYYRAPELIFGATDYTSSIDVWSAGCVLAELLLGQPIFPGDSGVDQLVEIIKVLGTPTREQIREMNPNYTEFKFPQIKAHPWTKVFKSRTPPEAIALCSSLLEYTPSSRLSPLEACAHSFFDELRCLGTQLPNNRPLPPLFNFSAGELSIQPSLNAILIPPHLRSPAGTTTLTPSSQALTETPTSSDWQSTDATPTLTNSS
KLF5 inh = suppresses KLF5 promoter-driven expression; DLD-1 KLF5 promoter-luciferase reporter, luminescence; inhibition, % at 5 µM; 290,000 tested, 0.23% active; AID 1700;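 active = inhibition above a per-plate limit of that plate's mean compound inhibition plus 3 SD, cut at about 60% in these data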;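 note: 0% = DMSO wells and 100% = LY294002 at 200 µM; higher means less KLF5 promoter-driven luciferase light; inactives centre near -14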
IEC-6 cytotox = IEC-6 cytotoxicity, counter-screen for KLF5 inhibitors; luminescence viability; inhibition, % at 5 µM; 290,000 tested, 0.78% active; AID 1825; in the data active = inhibition above about 22%;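 note: 0% = plate median of test compound wells and 100% = cytotoxic reference compound wells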
AI-2 QS modul = modulators of Vibrio harveyi AI-2 quorum sensing system; Vibrio harveyi JMH597 AI-2 luminescence/OD600 ratio, 9 h; hits give low values; strain lacks LuxN and CqsS sensors; 0 = neutral-control median; activity change, % at 7.5 µM; 300,000 tested, 0.4% active; AID 2094; in the data active = activity change below about -75%, passing the limit was not always enough;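 note: luminescence divided by OD600 gain over 9 h not by final OD600 alone; inactives centre near 13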
Active calls of the source: *; . = not tested or not shown.

SMILES	HIF activator	HSF1 inh	HSF-1 act	aSyn UTR inh	GSK3B inh	HSP90 inh	GSK3 alpha inh	KLF5 inh	IEC-6 cytotox	AI-2 QS modul
O=C(NCCc1ccc(Cl)cc1)C1CCC(CNc2nc(=S)[nH]c3ccccc23)CC1 (stereo not drawn)	-2.5	10	13	65*	6	-2	-2	-21	-4	20
C/C(=N\NC(=S)Nc1c(C)cccc1C)c1cc2ccccc2o1	0.0	3	1	5	-28	13	-2	-9	9	15
CC(C)[C@H](NC(=O)[C@@H]1Cc2ccccc2CN1)C(=O)NC1CCCCC1	-0.6	2	-5	2	-2	-1	0	3	4	9
Cn1c(CCNS(=O)(=O)c2ccccc2)nnc1SCc1cccnc1	-0.4	-2	8	24	-2	-3	0	-9	2	8
CN1C(=O)CC(NNC(=O)c2ccc(Cl)cc2)C1=O (stereo not drawn)	-0.4	-3	-5	12	2	1	-4	14	-6	18
O=C(CSc1ncnc2c1oc1ccccc12)c1cccs1	1.4	21	21	-125	-3	0	1	-26	-4	19
O=c1c2ccccc2nnn1Cc1ccccn1	-0.3	-7	-10	17	-1	-7	1	1	6	3
CC1CCN(S(=O)(=O)c2ccc(C(=O)NCc3cccnc3)cc2)CC1	0.7	1	5	11	1	-1	0	-16	0	19
CC(=O)n1cc([C@@H]2C=C(C(=O)Nc3ccccc3)O[C@H](OCc3ccc(CO)cc3)C2)c2ccccc21	-0.4	18	26	-10	4	9	0	11	11	-5
Nc1ccccc1C(=O)N(Cc1ccccc1)Cc1ccccc1	0.3	3	1	24	-3	-4	-2	-19	-4	5
Cc1n(CC(=O)c2ccc(F)cc2)c2ccccc2[n+]1C	-0.4	-2	16	6	-1	-7	4	-19	5	30
CN(c1ccc(C(=O)O)cc1)S(=O)(=O)c1ccc(Cl)cc1	-0.2	-2	13	-3	0	7	-1	-35	-5	32
CC(=O)OCP(C)(=O)COC(C)=O	-0.6	-14	-9	-18	1	1	-2	-4	3	17
CCOC(=O)COc1cc(-n2c(=S)[nH]c3cc(OC)c(OC)cc3c2=O)c(Cl)cc1Cl	-0.4	.	.	-4	-3	-1	-1	3	-5	31
COC(=O)C(Cc1c[nH]c2ccccc12)NC(=O)C(C)C (stereo not drawn)	-0.3	-1	-15	-2	1	1	-4	-12	2	19
CC(C)(CO)NC12CC3CC(CC(C3)C1)C2	-0.3	-2	4	13	3	-3	0	-20	1	9
COc1ccccc1N1CCN(C(=O)CSc2nc3ccccc3nc2N2CCC(C)CC2)CC1	-20	11	15	11	.	7	-2	-34	0	.
c1ccc(CNc2c3c(nc4ncnn24)CCCC3)nc1	0.0	0	-10	6	8	-2	0	-14	3	19
Nn1c(COc2ccccc2)nnc1SC(F)F	-0.1	2	-5	19	1	3	0	2	2	16
Cc1cc(C)c2c(CC(=O)Nc3ccc(Cl)cn3)coc2c1	-0.2	6	11	2	-1	1	2	-19	-3	25
COc1ccccc1N(Cc1cc(=O)[nH]c2ccccc12)C(C)=O	0.9	-6	-6	3	0	-4	1	-17	-10	10
CC(Sc1nnc(N)s1)c1ccccc1Cl (stereo not drawn)	-0.2	-3	-3	2	0	2	-2	-16	0	2
COc1c[nH]n(-c2ccccc2)c(=O)c1=O	-0.3	3	-17	7	1	.	-2	.	.	30
O=C(CN1CCN(c2ccccn2)CC1)Nc1ccc(F)cc1	0.0	.	.	0	0	-1	-3	-3	0	18
Cc1cccc(NC(=O)c2ccc(CN3CCc4ccccc4C3)cc2)c1C	0.7	0	2	-4	2	2	2	-3	4	9
CCc1nc2oc3ccccc3c(=O)c2c(=O)n1-c1ccccc1	3.5	.	.	-315	0	1	-3	-50	9	48
COc1ccc(COC(=O)c2sc3nc4n(c(=O)c3c2C)CCC4)cc1	0.2	7	9	-8	-2	.	-1	.	.	1
CCOC(=O)c1cccc(NC(=O)C2CCCN2S(=O)(=O)c2cccc3cccnc23)c1 (stereo not drawn)	.	0	0	19	5	-2	25	-18	-4	20
COc1ccc(C(C(=O)NC2CCCCC2)N(C(=O)CCl)c2cccc(Cl)c2)cc1 (stereo not drawn)	-1.0	-90*	-90	-74	0	1	-2	-3	-4	44
COc1ccc(CCN(C(=O)c2ccc(F)cc2)C2=CC3CCC(C2)N3C)cc1OC (stereo not drawn)	0.2	7	-14	0	2	.	0	.	.	23
COc1ccc(CS(=O)(=O)c2ncn[nH]2)cc1	0.6	-6	13	-14	7	1	-2	-11	-4	12
Oc1ccc(CCc2n[nH]c(=S)n2-c2ccc(F)cc2)cc1	0.1	-5	-12	-4	-3	3	1	-1	-5	23
Cc1ccc(C)c(NNC(=O)C(=O)NNc2cc(C)ccc2C)c1	0.2	3	3	7	1	-1	0	14	4	16
COc1ccc(C(C(=O)NC2CCCC2)N(CC2CCCO2)C(=O)Cn2nnc(-c3ccc(C)o3)n2)cc1 (stereo not drawn)	0.0	-3	5	-21	1	1	-2	12	10	11
CSc1nc(=S)n(-c2ccccc2)c(C)c1C(C)=O	2.2	-8	-9	-5	1	-2	-2	-9	0	8
CCC(C)(C(=O)NC1CCCCC1)N(Cc1ccco1)C(=O)c1ccccn1 (stereo not drawn)	0.1	0	10	14	5	4	2	4	-2	14
Cc1cccc(N2CCN(C(=O)Cc3c(C(=O)O)[nH]c4ccc(Cl)cc34)CC2)c1C	-0.2	1	21	-2	2	-1	-2	0	0	13
CC(C)n1c(N2CCN(C(=O)c3cccs3)CC2)nc2ccccc21	-0.4	-4	-5	-9	1	2	2	-29	3	27
O=C(NCC1CCCO1)C(c1cccs1)N(Cc1cccs1)C(=O)c1ccc(-c2ccccc2)[nH]1 (stereo not drawn)	-1.8	17	17	23	0	11	-1	-2	-4	28
COc1ccccc1N(CC(=O)N(c1ccccc1)C(C)C)S(=O)(=O)c1cccs1	-0.1	-1	14	-11	-1	1	0	-45	3	14
CCCCNC(=O)C1CCC(CNc2c(N3CCC(C)CC3)c(=O)c2=O)CC1 (stereo not drawn)	0.5	-7	-5	-7	0	0	-3	-16	-1	45
Cc1ccc(CNC(=O)c2ccccc2CCc2ccccc2)cc1	-0.7	.	.	14	2	1	-6	-17	1	1
O=C(CCCCCl)Nc1c2c(nc3ccccc13)CCC2	0.6	-4	-19	-7	.	2	-2	-10	7	.
COc1ccc(CCNC(=O)C(=O)NCC2CCNCC2)cc1OC	-0.3	-5	-5	-13	-2	6	-2	8	8	15
COc1ccc(-c2nc(C#N)c(N3CCC(C(N)=O)CC3)o2)cc1OC	0.0	-7	-6	12	0	-2	-1	3	-3	15
Cc1noc(C)c1S(=O)(=O)N1CCN(Cc2ccc3c(c2)OCO3)CC1	-0.4	-1	1	8	-4	-2	-2	0	-3	15
CC(=O)C12C3C4C(C5C1C3C5(Br)C41OCCO1)C21OCCO1 (stereo not drawn)	-0.7	-5	10	10	2	1	-1	-19	4	8
NC(=O)C1CCC(NC(=O)OCc2ccccc2)CC1 (stereo not drawn)	0.9	-7	5	-21	1	-1	-6	-7	-3	15
COC(=O)c1cc(NC(=O)c2c(F)c(F)c(F)c(F)c2F)cc(C(=O)OC)c1	-1.3	-26	-42	-9	-4	5	-2	3	0	2
Cc1cc(N)c2ccccc2n1	-0.8	-6	-6	10	0	-4	-1	-26	-1	10
CCOC(=O)c1c(C)oc2cc(Br)c(OC)cc12	0.4	-5	-24	-43	1	0	-2	-2	2	2
Cc1c(C(=O)O)oc2c1/C(=N\O)CC(C)(C)C2	-0.3	-3	1	-9	-3	3	1	8	-3	27
CCCOc1cccc(C2/C(=C(/O)c3ccc(F)cc3)C(=O)C(=O)N2CCN(C)C)c1 (stereo not drawn)	-0.8	-1	20	6	4	0	0	16	1	13
CC(C)(C)c1ccc(S(=O)(=O)NCc2ccc(C(=O)N3CCCC3)cc2)cc1	-0.4	-8	-14	5	0	0	-7	-30	-2	18
CCOc1ccc(N(CC(=O)NCc2ccc(F)cc2)C(=O)CCC(=O)Nc2nccs2)cc1	-0.4	1	1	2	0	0	-1	4	2	48
COCCn1nnnc1CN1CCN2CCCC2C1 (stereo not drawn)	-0.2	0	11	2	-1	-1	2	-27	-3	18
Cc1cc(C)c2c(NC(N)=S)n[nH]c2n1	0.2	2	9	2	-3	-3	-3	-13	-3	-2
COc1ccc(C(OCC(O)CNCCc2ccccc2)c2ccc(OC)cc2)cc1 (stereo not drawn)	-36	7	6	12	-4	5	2	1	-5	20
Cc1ccc(S(=O)(=O)NCC(=O)NCC(=O)OC(C(=O)NC(N)=O)C(C)C)cc1C (stereo not drawn)	-0.1	-22	-34	7	0	0	0	-8	0	6
COCCn1c(SCC(=O)Nc2ccc(S(N)(=O)=O)cc2)nc2ccccc21	-0.4	0	-7	13	2	6	-1	6	5	26
Following part
SMILES	HIF activator	HSF1 inh	HSF-1 act	aSyn UTR inh	GSK3B inh	HSP90 inh	GSK3 alpha inh	KLF5 inh	IEC-6 cytotox	AI-2 QS modul
Cc1ccc(C(=O)OCc2cn3ccccc3n2)cc1	-0.1	-1	15	-24	3	-2	0	11	3	-37
Cc1ccc(C(C(=O)NCc2ccco2)N(C(=O)CNC(=O)c2cccs2)c2ccc(C)cc2)cc1 (stereo not drawn)	.	-5	-3	-25	2	4	-3	-23	4	1
Cc1c(Cl)cccc1NC(=O)CCN1C(=O)C2CC=CCC2C1=O (stereo not drawn)	0.4	1	0	-9	-2	-5	1	-5	-5	18
Cc1ccc(OCC(=O)N/N=C2/SCC(=O)N2Cc2ccco2)cc1	-0.2	-1	7	0	1	-1	2	-33	0	9
O=C(NCCSc1ccccc1)c1cncc(Br)c1	1.9	11	20	-132	0	-11	0	-86	-7	12
CCO[C@H]1OC(C(=O)N2CCN(Cc3ccccc3)CC2)=C[C@@H](C)[C@@H]1CCCO	-0.3	0	2	-5	-28	1	1	-6	-6	-1
CCOCCCN1CC(C(=O)NCCc2ccccc2)CC1=O (stereo not drawn)	-0.1	-6	-5	4	3	-3	-1	0	-1	40
O=c1[nH]c(NCCO)nc2c1C1(CCCC1)Cc1ccccc1-2	0.5	0	2	1	-1	-1	3	-3	4	21
O=[N+]([O-])c1cc(S(=O)(=O)N2CCCC2)ccc1NCCCN1CCOCC1	-0.9	0	-9	10	0	0	-2	-17	4	19
COc1cc(C(=O)Nc2nc(C)c(Cc3ccc4c(c3)OCO4)s2)cc(OC)c1OC	0.0	-9	0	-25	0	-3	-5	-7	16	11

4 records drawn at random from those above:
SMILES	HIF activator	HSF1 inh	HSF-1 act	aSyn UTR inh	GSK3B inh	HSP90 inh	GSK3 alpha inh	KLF5 inh	IEC-6 cytotox	AI-2 QS modul
Cc1ccc(C(=O)OCc2cn3ccccc3n2)cc1	-0.1	-1	15	-24	3	-2	0	11	3	-37
O=c1[nH]c(NCCO)nc2c1C1(CCCC1)Cc1ccccc1-2	0.5	0	2	1	-1	-1	3	-3	4	21
Cc1ccc(C(C(=O)NCc2ccco2)N(C(=O)CNC(=O)c2cccs2)c2ccc(C)cc2)cc1 (stereo not drawn)	.	-5	-3	-25	2	4	-3	-23	4	1
O=[N+]([O-])c1cc(S(=O)(=O)N2CCCC2)ccc1NCCCN1CCOCC1	-0.9	0	-9	10	0	0	-2	-17	4	19

Random draw from the library; 4.7% or so of the library scored in one or more.
